Screens deposited in PubChem by National Center for Advancing Translational Sciences (NCATS).
TDP1 cell CPT – qHTS for Inhibitors of human tyrosyl-DNA phosphodiesterase 1 (TDP1): qHTS in cells in presence of CPT | 420,000 tested, 12% active | chicken DT40 Tdp1-/-;hTDP1 cells + 20 nM CPT, ATP luminescence, 48 h | AID 686979, 2013 | Potency, µM (top dose mostly 46.2 µM), inactives show at the highest dose activity change, negative = growth inhibition, hits mostly inhibitors; further: nearly all actives have a fitted effect of over 55% in size
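Chicken DT40 Tdp1-/- cells stably complemented with human TDP1 were seeded at 400 cells/well in medium containing 20 nM camptothecin, exposed to pin-transferred compounds, and grown at 37 °C for at least 48 hr. Viability was read as ATP luminescence.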
DT40 TDP1 no CPT – qHTS for Inhibitors of human tyrosyl-DNA phosphodiesterase 1 (TDP1): qHTS in cells in absence of CPT; DT40 Tdp1-/- hTDP1 cells, no CPT, ATP luminescence, 48 h; Potency, µM (top dose mostly 46.2 µM), for the others: top-dose activity change, negative = growth inhibition, actives largely listed as inhibitors; 420,000 tested, 15% active; further: nearly all actives have a fitted effect of over 55% in size
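A cellular qHTS used chicken DT40 cells lacking endogenous Tdp1 but carrying stably transfected human TDP1. Compounds were applied without camptothecin, and cell growth kinetics were judged by ATP-dependent luminescence after ≥48 hr.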
TDP1 block – qHTS Assay for Inhibitors of Tyrosyl-DNA Phosphodiesterase (TDP1). Tyrosyl-DNA phosphodiesterase 1 (Homo sapiens), Q9NUW8. recombinant TDP1, AlphaScreen DNA substrate cleavage. Potency, µM (titrated, usually from 130 µM), inactives show at the highest dose activity change, negative = inhibition, hits mostly inhibitors. 350,000 tested, 0.28% active. AID 485290, 2010; further: nearly all actives have a fitted effect of over 40% in size
Target sequence (Q9NUW8 whole entry, looked up): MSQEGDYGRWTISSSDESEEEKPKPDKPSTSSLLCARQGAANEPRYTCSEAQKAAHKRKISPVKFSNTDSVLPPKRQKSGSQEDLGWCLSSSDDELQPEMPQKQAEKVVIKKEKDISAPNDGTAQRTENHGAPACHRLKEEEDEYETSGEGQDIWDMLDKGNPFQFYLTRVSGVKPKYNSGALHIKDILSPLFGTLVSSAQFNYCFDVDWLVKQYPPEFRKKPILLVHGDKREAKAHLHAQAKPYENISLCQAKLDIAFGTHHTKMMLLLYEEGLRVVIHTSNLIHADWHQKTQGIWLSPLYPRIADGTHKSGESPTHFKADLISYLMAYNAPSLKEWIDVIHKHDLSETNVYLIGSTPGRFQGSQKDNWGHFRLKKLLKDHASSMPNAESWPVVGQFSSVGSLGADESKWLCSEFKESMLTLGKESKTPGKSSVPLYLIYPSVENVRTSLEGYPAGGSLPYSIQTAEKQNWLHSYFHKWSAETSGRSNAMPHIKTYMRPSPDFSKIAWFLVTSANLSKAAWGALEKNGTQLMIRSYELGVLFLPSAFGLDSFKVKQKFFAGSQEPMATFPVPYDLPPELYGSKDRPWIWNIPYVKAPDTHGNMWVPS
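Tdp1 1 nM final; 15 min RT w/ cpd; substrate 15 nM, 5 min; beads 10 ug/ml, 10 min; AlphaScreen read. Neg ctrl: no enzyme.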
The depositor's hits bear a star; ? = inconclusive; . = not tested or not shown; & = joins results of further samples; ! = a repeat was not active; [ ] = another dose, or the depositor's remark. The call rests on the fitted dose curve; in most records, active means well fitted curve in the direction sought with a large enough effect; inconclusive means small, poorly fitted or top-dose-only effect, or another doubt; inactive means no such curve, though single readings can be large; an effect the other way counts as inactive or inconclusive. On the % scale 0 is the no-effect control and ±100 the full control effect; potency means the concentration at half of the fitted maximal effect.

SMILES | TDP1 cell CPT | DT40 TDP1 no CPT | TDP1 block
CCOc1ccccc1CNC(=O)CN1C(=O)c2cccnc2Oc2ccc(C)cc21 | ? | ? | 2%
COc1ccccc1OCCn1nc2ccccc2c1OC | -5% | ? | .
COCCNc1nc(NCc2ccccc2F)c2sccc2n1 | 18µM* | 18µM* | .
CCc1cccc2c(C(=O)CCl)c[nH]c12 | 15µM* | 21µM* | 5%
O=C(Cc1ccc(NC(=O)C2CCCN(C(=O)C3CCCCC3)C2)cc1)Nc1cccc(C(=O)N2CCCC2)c1 (stereo not given) | 29µM* | ? | .
Cc1sc2nc(CC(=O)N3CCCC3)[nH]c(=O)c2c1C | -16% | -13% | 8%
CC(C)(C)NC(=O)C(c1ccccc1)N(C(=O)CNC(=O)c1cccs1)c1cccnc1 (stereo not given) | -5% | -14% | .
CCC(=O)Nc1ccc(NC(=O)CN2CCCC(C)C2)c(Cl)c1 (stereo not given) | -30% | ? | 0%
Cc1cccc(OCc2occc2C(=O)Nc2cccc(-n3cnnn3)c2)c1 | -23% | 0% | 4%
CC1=NN(C(=O)Cn2nc([N+](=O)[O-])c(Br)c2C)C(O)(C(F)(F)F)C1 (stereo not given) | 23µM* | 21µM* | 3%
COc1ccc(NC(=O)c2sc3nc(C)c(C(=O)Nc4ccc(C)cc4C)c(-c4ccccc4Cl)c3c2N)cc1 | -4% | -30% | -6%
CCC(C)c1ccccc1NC(=O)CN(CC)CC(=O)Nc1ccc2c(c1)OCCO2 (stereo not given) | -22% | -19% | 1%
CCC(=O)N1CCc2cc(Br)cc(S(=O)(=O)N(C)c3ccc(OC)cc3OC)c21 | 18µM* | 18µM* | 5%
Nc1c(Cl)cc(C2=NCCn3c2c2ccc(C(F)(F)F)cc2[n+]3[O-])cc1Cl | ? | ? | 5%
CCc1ccc(C(C(=O)NC(C)(C)CC)N(Cc2ccco2)C(=O)Cn2nnc3ccccc32)cc1 (stereo not given) | 18µM* | ? | 3%
CCN(CC)C(=O)COc1ccc(/C(C)=N/Nc2ncc(Cl)cc2Cl)cc1 | ? | 1% | 3%
CSc1ccccc1OCc1cc(C(=O)NCCC2CCCCO2)no1 (stereo not given) | ? | ? | 3%
CC(=O)c1c(N2CCN(C)CC2)nc(=S)n(-c2cc(C)ccc2C)c1C | 6% | -18% | 5%
CN(C(=O)c1cccc(NC(=O)Cc2ccc(NC(=O)C3CCCN(C(=O)C4CC4)C3)cc2)c1)C1CCC1 (stereo not given) | 7% | 5% | .
O=c1[nH]c(CN(CCO)CCO)nc2c1C1(CCCCC1)Cc1ccccc1-2 | ? | 0% | 6%
CC(C)(C)CN1C(=O)C(=O)NC[C@@H]1CCCCN | -2% | 9% | .
COc1cccc2c(=O)c3ccccc3oc12 | 6%&2% | -17%&-23% | -4%&-8%
Cc1cccc(N2CCN(C(=O)C3CC(=O)N(C4CCCC4)C3)CC2)c1C (stereo not given) | 18µM* | 23µM* | 3%
COc1ccc(CNC(=O)C2=Cc3cccc(OC)c3OC2)cc1OC | -9% | -20% | 3%

Some of the entries above, reformatted:
Each structure is followed by: TDP1 cell CPT, DT40 TDP1 no CPT, TDP1 block
- CC1=NN(C(=O)Cn2nc([N+](=O)[O-])c(Br)c2C)C(O)(C(F)(F)F)C1 (stereo not given)
→ 23µM*, 21µM*, 3%
- COc1ccc(NC(=O)c2sc3nc(C)c(C(=O)Nc4ccc(C)cc4C)c(-c4ccccc4Cl)c3c2N)cc1
→ -4%, -30%, -6%
- CCC(C)c1ccccc1NC(=O)CN(CC)CC(=O)Nc1ccc2c(c1)OCCO2 (stereo not given)
→ -22%, -19%, 1%
- CCC(=O)N1CCc2cc(Br)cc(S(=O)(=O)N(C)c3ccc(OC)cc3OC)c21
→ 18µM*, 18µM*, 5%
- Nc1c(Cl)cc(C2=NCCn3c2c2ccc(C(F)(F)F)cc2[n+]3[O-])cc1Cl
→ ?, ?, 5%
- CCc1ccc(C(C(=O)NC(C)(C)CC)N(Cc2ccco2)C(=O)Cn2nnc3ccccc32)cc1 (stereo not given)
→ 18µM*, ?, 3%
- CCN(CC)C(=O)COc1ccc(/C(C)=N/Nc2ncc(Cl)cc2Cl)cc1
→ ?, 1%, 3%
- CSc1ccccc1OCc1cc(C(=O)NCCC2CCCCO2)no1 (stereo not given)
→ ?, ?, 3%
- CC(=O)c1c(N2CCN(C)CC2)nc(=S)n(-c2cc(C)ccc2C)c1C
→ 6%, -18%, 5%
- CN(C(=O)c1cccc(NC(=O)Cc2ccc(NC(=O)C3CCCN(C(=O)C4CC4)C3)cc2)c1)C1CCC1 (stereo not given)
→ 7%, 5%, .
- O=c1[nH]c(CN(CCO)CCO)nc2c1C1(CCCCC1)Cc1ccccc1-2
→ ?, 0%, 6%
- CC(C)(C)CN1C(=O)C(=O)NC[C@@H]1CCCCN
→ -2%, 9%, .

New compounds follow
SMILES | TDP1 cell CPT | DT40 TDP1 no CPT | TDP1 block
COc1ccc(CN(C(=O)Nc2cccc(OC)c2)C2CCN(C(C)=O)CC2)cc1 | -13% | -16% | -4%
Cc1nn(-c2ccccc2)c(Cl)c1/C=N/O | 0% | -8% | 3%
CN(CCc1ccccn1)C(=O)CCNC(=O)Cn1cnc2ccccc2c1=O | 1% | 1% | -3%
Cc1ccc(S(=O)(=O)N2CC3CCCC2C3)cc1 (stereo not given) | 7% | ? | 5%
Cc1ccnc(NCc2c(O)ccc3ccccc23)c1 | 0% | -17% | .
Cc1csc(SCC(=O)Nc2oc(C)c3c(C)n[nH]c(=O)c23)n1 | 4% | -8% | .
O=C(CCNS(=O)(=O)c1ccc(Cl)cc1)N1CCN(Cc2ccccc2)CC1 | -24% | -17% | -5%
COc1ccccc1CNC(=O)C/C(C)=N/NC(=O)Cc1ccc(OC)c(OC)c1 | 1% | -13% | 3%
CN(C)S(=O)(=O)c1cccc(C(=O)OCC(=O)NCc2ccc3c(c2)OCO3)c1 | -11% | -4% | 3%
COc1nc(OC)nc(N2CCC(C(=O)NCC3CCCCC3)CC2)n1 | -29% | ? | 2%
Nc1c(N(CCC2=CCCCC2)C(=O)COc2ccc([N+](=O)[O-])cc2)c(=O)[nH]c(=O)n1Cc1ccccc1 | ? | ? | .
CCN(Cc1ccccc1)S(=O)(=O)c1ccc(C(=O)N(CCCN(C)C)c2nc3cc4c(cc3s2)OCCO4)cc1 | ? | ? | .
CN(C)NC(=O)C(NC(=O)c1ccccc1)C12CC3CC(CC(C3)C1)C2 (stereo not given) | -23% | 17% | 2%
COC(=O)C1=C(C)NC(C)=C([N+](=O)[O-])C1c1ccccc1C(F)(F)F (stereo not given) | 17µM* | 12µM*! | 11%[56.1 µM]
CCn1nc(NC(=O)c2cccnc2)c2cc3ccccc3nc21 | -15% | ? | 0%
COc1ccc(S(=O)(=O)N2CCOCC2)cc1C(=O)NC1CCCCC1 | -7% | -6% | 4%
CCCc1cc(=O)oc2cc(OCC(=O)N(C)C)c(Cl)cc12 | -11% | -3% | 0%
CN(C)C=NC(=O)c1cn(-c2ccc(F)cc2)c(=O)c2ccccc12 | 3% | ? | 1%
COc1cccc(C(=O)NNC(=O)c2cccnc2)c1 | 2% | 13% | 3%
CC1CCc2[nH]c3ccc(C(=O)N(C)CC(=O)Nc4ccc(F)cc4)cc3c2C1 (stereo not given) | ? | 10µM* | 9%
CC1CCN(C(=O)CSc2nnc(-c3cc4ccccc4cc3O)n2Cc2ccco2)CC1 | -25% | -29% | 5%
O=C(c1ccco1)N1CCN(c2ccc([N+](=O)[O-])cc2Cl)CC1 | ? | ? | .
Cc1cc(-c2ccc(C)c(S(=O)(=O)Nc3ccc(C)c(N(C)C)c3)c2)on1 | ? | ? | 8%
OCCC1CN(Cc2ccc3c(c2)CCO3)CCN1C1CCCC1 (stereo not given) | -14% | 0% | -3%
Cc1onc(C(=O)Nc2cccnc2Cl)c1[N+](=O)[O-] | ? | -13% | 6%
COc1ccc(CN(C)C2c3ccccc3-c3ccccc32)cc1 | -29% | ? | 0%
COc1ccccc1-c1ccc(/C=C2\C=CC(=O)O2)o1 | 21µM* | ? | .
Cc1cccc(-c2noc(-c3ccoc3C)n2)c1 | -28% | ? | -4%
COc1ccc(NC(=O)CSc2cn(CCNC(=O)c3c(F)cccc3F)c3ccccc23)cc1 | ? | ? | 5%
COc1ccc(CCNc2nc3cc(OC)c(OC)cc3c3nc(-c4ccccc4)nn23)cc1OC | 5.8µM* | 2.9µM* | 0%
CCOC(=O)c1sc2ncn(/N=C/c3ccc(O)c(OC)c3)c(=O)c2c1C | -18% | -20% | -6%
Cc1c[nH]c2cccc(OCC(CNC(C)(C)C)OC(=O)c3ccccc3)c12 (stereo not given) | -16% | -27% | .
CCC(C)Nc1nc(N)c([N+](=O)[O-])c(NCCO)n1 (stereo not given) | 17% | -20% | 2%
CC(=O)c1ccc(Nc2nc(NCCO)nc(OC(C(F)(F)F)C(F)(F)F)n2)cc1 | ? | ? | 0%
COc1ccc(NC(=O)Nc2ccc3c(c2)CCC3)cc1OC | 1% | 0% | 0%
O=C1CN(C(=O)COc2c(F)c(F)cc(F)c2F)c2ccccc2N1 | -1% | 10% | 2%
Cn1c(SCc2ccccc2Br)nc2ccccc2c1=O | ? | ? | -7%
CCC(=O)Nc1c2c(nc3c1CCC3)CCCC2 | 3% | -20% | 1%
CCN(CC)C(=O)C1CCN(Cc2ccc(OCc3ccccc3)c(OC)c2)CC1 | ? | -43% | .
COc1cc2c(c3ccccc13)CCCC2=O | -15% | -7% | .
O=c1[nH]c2cc3c(cc2cc1C(c1nnnn1C1CCCC1)N1CCSCC1)OCCO3 (stereo not given) | 23µM* | 18µM* | 7%
CC(C)Oc1ccc(CNC(=O)CCCN2C(=O)C(c3ccccc3)Oc3cccnc32)cc1 (stereo not given) | -23% | 12% | 2%
Cn1c(SCC(O)c2ccccc2)nnc1-c1ccc2ccccc2c1 (stereo not given) | ? | ? | 1%
COc1ccccc1N(C(=O)NCc1ccccc1)C1=NCC(C)S1 (stereo not given) | -29% | ? | 0%
CN(C)c1cccc(NC(=O)c2cccc3c(-c4ccc(F)c(F)c4)coc23)c1 | ? | 21µM* | .
C=CCN(C(=O)CCC(=O)Nc1cc(C)on1)C(C(=O)NC(C)(C)C)c1ccc(OC)cc1 (stereo not given) | 2% | -3% | 3%
COC(=O)C1C2CCC(C2)C1C(=O)OCC(=O)c1ccccc1 (stereo not given) | -21% | ? | 3%
O=C(COC(=O)c1ccc(Cl)nc1)NC1CCCCCC1 | -5% | 14% | -5%
CCOc1ccc(N2C(=O)CC(SC(=NC)Nc3cccc(OC)c3)C2=O)cc1 (stereo not given) | ? | -3% | 3%
Cc1nn2c(N3CCOCC3)cc(C(C)C)nc2c1-c1ccccc1 | ? | -18% | .
CN(C)c1ccc(/C=N/N2CCN(Cc3ccccc3Cl)CC2)cc1 | -5% | -10% | .
COc1ccc(CCNC(=O)CCCCn2c(=O)c3ccccc3n(CC(=O)Nc3c(C)cccc3C)c2=O)cc1OC | -26% | ? | 2%
COc1ccc(-c2cc(NC(=O)c3cncn3-c3ccccc3)ccc2OC)cc1 | 10% | -18% | 7%
O=C(NCCc1ccccc1)c1cc(Nc2ccccc2)nc2ccccc12 | ? | ? | -5%
CCOC(=O)N1CCN(Cc2nc3c(c(=O)n(C)c(=O)n3C)n2Cc2cccc3ccccc23)CC1 | 23µM* | ? | 3%
Cc1cc(C)c(OCC(=O)OCC(=O)N2CCN(C(=O)c3ccco3)CC2)c(C)c1 | 0% | 3% | 2%
O=C(N/N=C/c1cccc(Oc2ccc([N+](=O)[O-])cc2[N+](=O)[O-])c1)c1cncc(Br)c1 | ? | 18µM* | 0%
CCc1ccc(-c2cn3nc(-c4ccccc4)cnc3n2)cc1 | -13% | -5% | .
CC1CC(=O)N(Cc2ccccc2)c2ccccc2N1C=O (stereo not given) | -19% | -13% | -2%
COCCNC(=O)C1(C)CCCN(CCSc2ccccc2)C1 (stereo not given) | ? | 13µM* | .

Next records
SMILES | TDP1 cell CPT | DT40 TDP1 no CPT | TDP1 block
C[C@@H](NC(=O)c1[nH]cnc1C(=O)Nc1cccc(Cl)c1)c1ccccc1 | ? | ? | 1%
CCN(C[C@H]1N[C@@](Cc2ccccc2)(C(=O)OC)[C@H]2C(=O)N(C)C(=O)[C@@H]12)S(=O)(=O)c1ccc(C(F)(F)F)cc1 | 23µM* | 18µM* | 0%
CCOC(=O)c1c(N)sc2c1C1CCN2CC1 | -26% | -25% | 5%
CC1CCCN(CC(=O)NNC(=O)COc2ccc(Br)cc2)C1 (stereo not given) | -3% | 0% | -3%
COc1ccc(S(=O)(=O)N2CCOCC2)cc1NC(=O)COc1cccnc1[N+](=O)[O-] | -21% | -24% | -5%
Nc1nnc(SCC(=O)Nc2ccccc2)s1 | 7%&18% | 1%&0% | 3%
COc1ccc(N2CCN(c3ncccc3C#N)CC2)cc1 | 1% | -23% | 5%
